Bioassay records: PubChem, several laboratories
P. falciparum M1AAP = P. falciparum M1AAP inhibitors, biochemical, fluorogenic H-Leu-NHMec substrate, 1536-well (AID 1445). hit rate 0.42% among 220,000. one-dose inhibition, % at 30 µM; IC50 in µM for titrated hits. recombinant M1AAP, H-Leu-NHMec fluorogenic kinetic assay; higher % means a stronger effect. Aminopeptidase N (Plasmodium falciparum (isolate 3D7));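 active = primary inhibition above the hit cutoff, then over 50% inhibition at one or more dose response concentrations, cut at about 23% in these data, passing the limit was not always enough; inconclusive = conflicting primary data, or primary hits not chosen for dose response; inactive = low primary inhibition, or under 50% at every dose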;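 also: plate controls were DMSO full reaction for no effect and no enzyme background for full effect; strong numbers were not always called active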
SIAH1 antagonists = Siah-1 peptide-binding antagonists, primary screen, biochemical, fluorescence polarization, rhodamine-plectin, uHTS (AID 1817). E3 ubiquitin-protein ligase SIAH1 (Homo sapiens). Siah-1 / rhodamine-plectin peptide fluorescence polarization; higher % means a stronger effect. one-dose displacement, % at 20 µM; IC50 in µM for titrated hits. hit rate 0.02% among 290,000;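 active = displacement of at least 50% at 20 µM, with a fluorescence ratio check between 0.3 and a set limit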;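 also: plate controls were Siah plus tracer with DMSO for no effect and tracer alone without Siah for full effect; strong numbers were not always called active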
XIAP antagonists = XIAP antagonists, biochemical, IAP family, fluorescence polarization (AID 1018); E3 ubiquitin-protein ligase XIAP (Homo sapiens); XIAP BIR domain, fluorescence polarization peptide displacement; higher % means a stronger effect; displacement, % at 20 µM, or IC50 in µM where a hit was titrated; hit rate 0.007% among 200,000; in the data active = displacement above about 50%; also: a part of the inactive calls stands beside numbers as strong as those of hits
LYP phosphatase = inhibitors of LYP phosphatase, biochemical, fluorescence intensity, uHTS (AID 1779); hit rate 0.054% among 290,000; recombinant LYP phosphatase, fluorescence intensity; higher % means a stronger effect; Tyrosine-protein phosphatase non-receptor type 22 (Homo sapiens); inhibition, % at 11.5 µM, or IC50 in µM where a hit was titrated;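 also: plate controls were vehicle with enzyme for no effect and no enzyme for full effect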
ER stress rescue = rescue of cells from ER stress-induced death, primary screen, 384-well, CSM14.1, thapsigargin, ATP luminescence (AID 1222) | CSM14.1 thapsigargin-induced death rescue, ATP luminescence; higher % means a stronger effect | cellular ATP content (survival), % at 20 µM; hits with a dose series show EC50 in µM | 190,000 tested, under 10 active;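 active = EC50 below 50 µM in the dose-response confirmation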;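 also: death triggered by thapsigargin at about 15 µM added after 2 h compound pretreatment; cell ATP read after overnight thapsigargin exposure of roughly 18 to 22 hours; normalized against plate controls of thapsigargin alone and 5% DMSO vehicle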
Hep lipid drop = inhibitors of hepatocyte lipid droplet formation, primary screen, imaging, high-throughput imaging, BODIPY stain; AML12 mouse hepatocytes, oleate lipid droplets; inhibition, % at 6.5 µM; hit rate 0.4% among 240,000;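 active = lipid droplet intensity inhibited by at least 50%, with more than 500 cells counted; inconclusive = wells with under 300 cells, treated as cytotoxic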
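Material: mouse AML12 hepatocyte cell line, fixed after treatment; Timing: compound with oleate, overnight; Technique: high-content imaging of BODIPY-stained droplets and DAPI nuclei; Probe or stimulus: oleate, 100 µM final; Dosing: compound at 6.5 µM only.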
M17LAP inhibition = P. falciparum M17LAP inhibitors, primary screen, biochemical, fluorogenic H-Leu-NHMec substrate, 1536-well (AID 1619). hit rate 0.38% among 220,000. one-dose inhibition, % at 30 µM; IC50 in µM for titrated hits. recombinant M17LAP, H-Leu-NHMec fluorogenic kinetic assay; higher % means a stronger effect;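 active = compound inhibiting the enzyme by more than half at any dose during confirmatory dose-response retesting; inconclusive = strong single-dose inhibitors picked by rank but not retested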;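 also: plate controls were full reaction with DMSO carrier for no effect and no enzyme background for full effect; strong numbers were not always called active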
AID2073 = inhibitors of Mint1-CaV2.2 protein interaction, biochemical, HTRF (AID 2073); HTRF protein-protein interaction, Mint1-CaV2.2; higher % means a stronger effect; hit rate 0.19% among 290,000; inhibition, % at 20 µM; hits with a dose series show IC50 in µM; in the data active = inhibition mostly above about 51%, no sharp cut-off; inconclusive = no clear call, values can overlap the other calls; inactive = mostly below about 53%; also: some results filed as inactive read as strong as hits
HEK293 NOD2/NF-kB = NOD2 signaling inhibitors, cell-based, luminescence, uHTS, HEK293 (AID 1566); one-dose inhibition, % at 4 µM; EC50 in µM for titrated hits; hit rate 0.63% among 290,000; HEK293 NOD2/NF-kB luciferase reporter, luminescence; higher % means a stronger effect; also: many of its hits are not listed in these tables
Hep lipid drop cells 6.5 µM = further read-out of Hep lipid drop, marked with its call; cell count; measured here: cell count, cytotoxicity flag;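 cells counted across two imaged fields per well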
The depositor's hits bear a star; ? = inconclusive; · = no result given. Rule as the data show it, unless noted: active = inhibition above about 50%; inactive = the rest. An excerpt; the hit share may differ from the screen's.

entry	smiles	P. falciparum M1AAP	SIAH1 antagonists	XIAP antagonists	LYP phosphatase	ER stress rescue
1	CCOc1ccc(OCC)c(NC(=O)C2COc3ccccc3O2)c1 (stereo unspecified)	1%	-2%	-2.6%	-6%	-1.4%
2	Cc1c(NC(=O)C(C)OC(=O)CNC(=O)c2ccc(C(C)(C)C)cc2)c(=O)n(-c2ccccc2)n1C (stereo unspecified)	4%	7%	1.3%	0%	-1.9%
3	CC(C)(C)C(=O)NNC(=O)COc1ccc2ccccc2c1Br	-2%	2%	-2.1%	-8%	-0.6%
4	CC(C)S(=O)(=O)c1csc(NC(=O)Nc2cccc([N+](=O)[O-])c2)c1Cl	-3%	0%	·	-4%	·
5	COc1ccc(CCNC(=O)C2CCC(CNc3c(N4CCCC4)c(=O)c3=O)CC2)cc1OC (stereo unspecified)	9%	0%	-0.9%	-1%	4.8%
6	CCOC(=O)N1CCC(NC(=O)C(NC(=O)C2CCC(C)CC2)C(C)CC)CC1 (stereo unspecified)	6%	-5%	·	-12%	0.7%
7	CC(=O)c1c(C)[nH]c(C(=O)COc2cc(C)cc(C)c2)c1C	-2%	1%	-1.1%	-4%	-0.5%
8	COc1cc(/C=C/C(=O)Nc2ccc3[nH]c(=O)[nH]c3c2)cc(OC)c1OC	7%	-6%	-10%	-1%	-1.6%
9	C[C@H](CCC(=O)O)[C@H]1CC[C@H]2[C@@H]3[C@H](O)C[C@@H]4C[C@H](O)CC[C@]4(C)[C@H]3C[C@H](O)[C@]12C	·	4%	·	-2%	·
10	COc1cc(S(=O)(=O)N2CCN(C(=O)c3ccccc3F)CC2)c(OC)cc1NC(C)=O	4%	-5%	-5.3%	-5%	-1.3%

entry	Hep lipid drop	Hep lipid drop cells 6.5 µM	M17LAP inhibition	AID2073	HEK293 NOD2/NF-kB
1	·	·	12%	-7%	-3%
2	-20	631	-2%	-6%	3%
3	5	671	1%	0%	6%
4	-8	624	0%	-15%	-28%
5	-1	756	22%	16%	2%
6	9	784	-4%	0%	16%
7	·	·	13%	0%	29%
8	-2	672	1%	-11%	-7%
9	-2	728	·	4%	1%
10	·	·	0%	6%	50%

Continued:
entry	smiles	P. falciparum M1AAP	SIAH1 antagonists	XIAP antagonists	LYP phosphatase	ER stress rescue
11	CCn1cnc2sc(C(=O)Oc3ccc(Br)cc3)c(C)c2c1=O	-4%	9%	0.2%	-2%	-0.3%
12	CC(COc1ccccc1)N1CCC(CO)(Cc2ccccc2)CC1 (stereo unspecified)	-1%	9%	-6.8%	-12%	-1.9%
13	CCN(CC)C(=O)Cn1cc(S(=O)(=O)CC(=O)NCCc2ccccc2)c2ccccc21	·	-6%	·	-10%	·
14	Cc1cc(C)cc(C(=O)NCC(=O)OCC(=O)N2CCCCC2)c1	3%	-5%	-10%	-1%	1.5%
15	Cn1c(C(=O)N2CCCC(C(=O)NCCc3ccccc3)C2)cc2sccc21 (stereo unspecified)	1%	-8%	-4.8%	-7%	2.3%
16	CCOC(=O)C(C(=O)OCC)[C@@H]1CS(=O)(=O)C[C@H]1C(C(=O)OCC)C(=O)OCC	6%	4%	-0.2%	-1%	0.7%
17	COc1cc(OC)c(OC)cc1CN1CCCC(C(=O)c2ccc3c(c2)OCO3)C1 (stereo unspecified)	-4%	-2%	-5.0%	-7%	-3.0%
18	O=C(O)CSc1nc2ccccc2n1C1CCCCC1	0%	-2%	-1.3%	-4%	-0.5%
19	COc1ccc(Cc2nn[nH]n2)cc1	3%	-3%	-2.6%	-1%	4.6%
20	CC(C)(C)NC(=O)C(c1c[nH]c2ccccc12)N(C(=O)Cn1nnc(-c2ccc(Cl)cc2)n1)c1ccccc1F (stereo unspecified)	3%	-2%	-13%	2%	-0.8%

entry	Hep lipid drop	Hep lipid drop cells 6.5 µM	M17LAP inhibition	AID2073	HEK293 NOD2/NF-kB
11	-2	697	-8%	19%	0%
12	11	745	4%	1%	7%
13	-7	683	·	13%	8%
14	0	710	2%	20%	-9%
15	·	·	5%	-7%	4%
16	-9	815	-10%	4%	11%
17	-3	733	-8%	9%	-11%
18	-9	771	-11%	2%	-20%
19	-2	821	4%	-4%	20%
20	-4	673	-8%	5%	1%

Remaining list, next part:
entry	smiles	P. falciparum M1AAP	SIAH1 antagonists	XIAP antagonists	LYP phosphatase	ER stress rescue
21	COCCn1cnnc1SCC(=O)Nc1ccc(Br)cc1F	-5%	9%	-4.8%	-8%	-0.1%
22	FC(F)(F)c1nnc(Nc2ccc(Cl)cc2)s1	6%	2%	·	-4%	·
23	Cc1ccc(C(=O)NCCCN2CCOCC2)cc1Cl	·	13%	·	-8%	·
24	CCOC(=O)Cn1cnc2scc(-c3ccccc3)c2c1=O	·	0%	·	-6%	·
25	CCCS(=O)(=O)N1CCN=C1SCc1ccc(C)cc1	8%	5%	-2.6%	-5%	1.6%
26	O=C(NC1CC1)C1CC(=O)N(C2CCCCC2)C1 (stereo unspecified)	11%	4%	-4.1%	-5%	-2.4%
27	CCOc1ccc(C2C(C(=O)OC)=CN(CCOC)C=C2C(=O)OC)cc1	37%	5%	-2.7%	-30%	-1.2%
28	COc1cc(/C=C2/C(=N)N3N=C(CC(=O)N4CCOCC4)SC3=NC2=O)ccc1OC(C)c1ccccc1 (stereo unspecified)	·	3%	·	-1%	·
29	Cn1c(SCCOc2ccc(Cl)cc2)nnc1-c1ccncc1	-1%	-3%	-2.4%	-6%	3.9%
30	CCOC(=O)c1c(C)nc(SC)c(C#N)c1-c1ccccc1	-3%	-3%	-4.7%	0%	0.7%

entry	Hep lipid drop	Hep lipid drop cells 6.5 µM	M17LAP inhibition	AID2073	HEK293 NOD2/NF-kB
21	4	689	-16%	-3%	0%
22	-16	696	-9%	7%	8%
23	-3	798	·	4%	21%
24	-4	802	·	16%	14%
25	1	663	-5%	-8%	14%
26	·	·	6%	6%	2%
27	-1	664	-269%	24%	-4%
28	22	776	·	28%	2%
29	·	·	-4%	-4%	21%
30	4	650	-6%	9%	-35%

(cont.)
entry	smiles	P. falciparum M1AAP	SIAH1 antagonists	XIAP antagonists	LYP phosphatase	ER stress rescue
31	Cc1ccc(Cl)cc1N1CCN(S(=O)(=O)c2ccc3c(c2)oc(=O)n3C)CC1	-7%	9%	-3.3%	-7%	-0.4%
32	O=C(NCCN1CCOCC1)c1csc2c1CCCC2	6%	4%	-4.1%	-7%	-2.1%
33	O=c1/c(=C\c2cccnc2)sc2nc3ccccc3n12	-4%	2%	-5.1%	-4%	9.2%
34	CC(C)CCNC(=O)C(c1cccs1)N(CC1CCCO1)C(=O)Cn1nnc2ccccc21 (stereo unspecified)	9%	8%	-3.9%	1%	·
35	C=CCNC(=O)COC(=O)COc1ccc(Cl)cc1	0%	4%	-4.0%	-3%	1.7%
36	Cc1cc(C(=O)Nc2ccccc2)oc1C	7%	-2%	-2.0%	-9%	0.0%
37	CCN(CC)S(=O)(=O)c1cccc(-c2nnc(SCC(=O)c3cc(C)n(C)c3C)o2)c1	0%	5%	3.4%	-4%	3.2%
38	O=C(CCc1ccccc1)N1CCN(CCO)CC1	-3%	-1%	-2.3%	-6%	-0.9%
39	CC(C)(C)OC(=O)NCCNC(=O)c1cccs1	-5%	13%	·	-5%	·
40	O=C1c2ccccc2NC(c2ccc(O)cc2)N1c1ccccc1 (stereo unspecified)	·	5%	·	-12%	·

entry	Hep lipid drop	Hep lipid drop cells 6.5 µM	M17LAP inhibition	AID2073	HEK293 NOD2/NF-kB
31	·	·	-8%	-2%	10%
32	5	673	3%	2%	4%
33	2	775	-8%	2%	-18%
34	3	663	4%	0%	5%
35	-6	659	6%	-7%	13%
36	·	·	8%	-6%	-110%
37	·	·	-10%	21%	0%
38	·	·	1%	-7%	-4%
39	1	683	-8%	7%	-9%
40	-3	822	·	9%	-8%

Carrying on.
entry	smiles	P. falciparum M1AAP	SIAH1 antagonists	XIAP antagonists	LYP phosphatase	ER stress rescue
41	CCS(=O)(=O)c1ccc(OC)c(N=Nc2ccc(O)c3ncccc23)c1	-1%	-10%	-6.4%	-8%	-1.3%
42	Cc1ccc(C)c(OCC(=O)Nc2ccccc2C(=O)N2CCOCC2)c1	·	3%	·	-9%	·
43	S=C(Nc1ccc(Cl)cc1)N(CCCN1CCOCC1)Cc1cccs1	0%	2%	-5.2%	-3%	0.9%
44	O=C(NCc1ccccc1)C(c1ccc(F)cc1)N(C(=O)c1csnn1)C1CC1 (stereo unspecified)	·	3%	·	-2%	·
45	COc1ccc(NC(=O)c2sc3nc(C)nc(N4CCOCC4)c3c2C)c(OC)c1	19%	1%	-12%	-6%	0.6%
46	COC(=O)C1=C(C)NC(=O)/C1=C\c1ccc2c(c1)OCO2	6%	-6%	-0.4%	-11%	-2.0%
47	Cc1cc(C(=O)Nc2sc(C)c(-c3ccc(F)cc3)c2C(N)=O)no1	5%	-1%	-7.0%	-1%	-3.1%
48	CN1CCC(OC(=O)c2ccccc2)CC1	·	-4%	·	-8%	·
49	COc1ccccc1NS(=O)(=O)c1ccc(C(=O)N2CCCC(C)C2)cc1 (stereo unspecified)	·	4%	·	-7%	·
50	Cc1nc(C)n(C(C)CC(=O)O)n1 (stereo unspecified)	0%	22%	-5.5%	-2%	0.2%

entry	Hep lipid drop	Hep lipid drop cells 6.5 µM	M17LAP inhibition	AID2073	HEK293 NOD2/NF-kB
41	0	622	0%	12%	-8%
42	1	681	·	2%	12%
43	3	661	-5%	-13%	2%
44	-2	802	·	-6%	2%
45	-6	603	-1%	-2%	29%
46	·	·	21%	?	11%
47	·	·	5%	15%	-102%
48	·	·	·	10%	4%
49	-20	817	·	7%	9%
50	6	734	-13%	8%	12%
